High-throughput results: PubChem, National Center for Advancing Translational Sciences (NCATS)
SW480 rerep: inducers of DNA re-replication in SW480 colon cancer cells | SW480 DNA re-replication, Hoechst DNA content imaging, 48 h | Potency, µM (highest dose often 46.1 µM), without a hit: at the highest dose re-replication activation, usual class: activators | hit rate 1.8% among 340,000; note: % of control where 0% means no effect; nearly all actives have a fitted effect of over 55% in size
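Compounds, transferred as 23 nL by pin tool, were incubated with cells for 48 hr; DNA content per nucleus was then quantified by Hoechst staining and fluorescence plate imaging.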
TDP-43 yeast inh: rescues yeast growth from TDP-43 toxicity. AID 652104. Potency, µM (doses to about 46.1 µM), for inactives: top-dose growth rescue (activation), actives largely listed as activators. hit rate 1.8% among 410,000. TDP-43 expressing yeast growth rescue, BacTiter-Glo, 24 h; note: % of control where 0% means no effect; nearly all actives have a fitted effect of over 50% in size
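Yeast expressing TDP-43 (pregrown in raffinose, seeded at OD600=0.02 in galactose medium) exposed to compounds 24 hr at 30 deg C. Growth read by BacTiter-Glo luminescence; rescue of toxicity appears as increased signal.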
GLP-1R inv ag: acts as inverse agonist at human GLP-1 receptor; AID 624417; Potency, µM (doses to about 38.3 µM), for the others: at the top dose activity change, negative = inhibition, most hits filed as inhibitors; hit rate 1.6% among 410,000; HEK293 GLP-1R CRE-luciferase, luminescence, 24 h; GLP-1R form is constitutively active; note: % is set by controls: 0 for no effect and ±100 for the full control effect; nearly all actives have a fitted effect of over 55% in size
Target sequence (P43220 whole entry, looked up): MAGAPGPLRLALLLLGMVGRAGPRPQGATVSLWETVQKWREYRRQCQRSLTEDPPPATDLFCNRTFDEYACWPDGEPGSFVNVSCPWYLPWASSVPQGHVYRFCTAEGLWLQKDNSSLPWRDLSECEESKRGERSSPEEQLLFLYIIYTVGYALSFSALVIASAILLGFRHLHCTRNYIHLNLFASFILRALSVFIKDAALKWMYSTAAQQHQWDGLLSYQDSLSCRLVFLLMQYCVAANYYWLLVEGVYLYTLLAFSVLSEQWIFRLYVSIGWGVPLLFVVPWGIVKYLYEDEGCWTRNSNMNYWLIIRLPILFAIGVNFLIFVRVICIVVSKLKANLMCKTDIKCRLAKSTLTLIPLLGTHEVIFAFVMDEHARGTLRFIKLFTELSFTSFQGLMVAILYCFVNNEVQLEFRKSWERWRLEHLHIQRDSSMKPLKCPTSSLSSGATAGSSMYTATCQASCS
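Inverse agonism was detected as reduced cAMP-driven luciferase luminescence after 24 h compound treatment. The cells were HEK293 clones expressing constitutively active human GLP-1R with the reporter. Reporter-only and GPR119 cell lines served as counterscreen controls.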
KB-V1 MDR tox: kills drug-selected multidrug resistant KB-V1 cells | Potency, µM (series often up to 46.1 µM), for the others: at the top dose activity change, negative = cytotoxicity, actives largely listed as cytotoxic | KB-V1 MDR cells viability, CellTiter-Glo, 72 h | hit rate 3.4% among 400,000; note: % is set by controls: 0 for no effect and ±100 for the full control effect; nearly all actives have a fitted effect of over 60% in size
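In this primary screen, KB-V1 cells overexpressing P-gp are incubated with library compounds (lowest to highest concentration) for 72 h at 37 degrees C before a luminescent ATP viability read.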
HT1080NT lethal: kills 2HG-producing HT-1080-NT fibrosarcoma cells; HT-1080-NT fibrosarcoma viability, CellTiter-Glo ATP luminescence, 48 h; Potency, µM (highest dose often 46.1 µM), without a hit: top-dose activity, negative = less viability, hits mostly cytotoxic; hit rate 1.6% among 360,000; AID 686970;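 note: NT is the 2HG producing partner of a matched IDH1 knockdown line; 0% = DMSO-treated cells and -100% = media-only wells without cells; nearly all actives have a fitted effect of over 55% in size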
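Viability of the 2HG-overproducing fibrosarcoma line after 48 hours of compound exposure at 37 degrees C was determined by luminescence with CellTiter-Glo, and concentration-effect curves were then fitted and categorized.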
KB-3-1 cytotox: KB-3-1 parental cell cytotoxicity; KB-3-1 viability, CellTiter-Glo ATP luminescence, 72 h; Potency, µM (highest dose often 46.1 µM), for inactives: at the highest dose activity change, negative = cytotoxic, actives largely listed as cytotoxic; hit rate 1.4% among 400,000; AID 1347075; note: % is set by controls: 0 for no effect and ±100 for the full control effect; nearly all actives have a fitted effect of over 60% in size
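Cytotoxicity in the drug-sensitive parental line KB-3-1 was scored as loss of CellTiter-Glo luminescence following 72 h incubation with compound. Values come from curve fitting of normalized concentration-response data.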
GLP1R ag: GLP-1 receptor (human) agonism | P43220 | HEK293 GLP-1R CRE-luciferase, luminescence, 4-6 h; cells express a hypersensitive GLP-1R form | AID 624172 | Potency, µM (top dose mostly 45.6 µM), for inactives: top-dose activation, most hits filed as activators | hit rate 0.007% among 380,000; note: % of control where 0% means no effect
HT1080 IDH1KD tx: kills HT-1080 cells with IDH1 knockdown. HT-1080 IDH1 knockdown viability, ATP luminescence, 48 h. Potency, µM (highest dose often 46.1 µM), for the others: at the top dose activity, negative = toxicity, actives largely listed as cytotoxic. hit rate 2% among 360,000. AID 686971;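 note: 0% = DMSO wells and -100% = cell-free medium wells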
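CellTiter-Glo luminescence after 48 h compound exposure at 37 degrees C of IDH1-knockdown HT-1080 cells in 5% FBS RPMI. %Activity scaled between DMSO wells and cell-free media wells, with curves fitted and assigned curve classes.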
HEK293 tox: cytotoxic in the GLP-1 receptor inverse agonist counter-screen; HEK293 cAMP-luciferase reporter cells, luminescence, 24 h; Potency, µM (highest dose often 38.3 µM), without a hit: at the top dose activity change, negative = inhibition, usual class: inhibitors; hit rate 0.13% among 410,000; AID 624418;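 note: loss of luciferase light is scored as toxicity; % is set by controls: 0 for no effect and ±100 for the full control effect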
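To flag toxic compounds, the library was rerun on cells for 24 hr at 37 deg C and 5% CO2. Viability-linked luminescence was captured 12 min after adding luciferase detection reagent.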
Active calls of the source: *; ? = inconclusive; . = not tested or not shown; [ ] = dose if it differs, or a comment. Calls come from the whole dose curve; as a rule, active = well fitted curve in the direction sought with a large enough effect; inconclusive = small, poorly fitted or top-dose-only effect, or another doubt; inactive = no such curve, though single readings can be large; an effect the other way counts as inactive or inconclusive. Potency is the fitted concentration of half-maximal effect.

SMILES	SW480 rerep	TDP-43 yeast inh	GLP-1R inv ag	KB-V1 MDR tox	HT1080NT lethal	KB-3-1 cytotox	GLP1R ag	HT1080 IDH1KD tx	HEK293 tox
CC(CC(=O)N(C)CC(=O)Nc1ccc(N2CCOCC2)cc1)c1ccccc1 (centres undefined)	0.3%	21.4%	12.9%	0.2%	2.5%	12.0%	-9.4%	7.3%	-0.1%
CC(C)Cn1c(N)c(C(=O)COC(=O)CCNS(=O)(=O)c2ccccc2)c(=O)n(C)c1=O	-17.5%	-13.9%	-9.8%	-23.4%	-0.8%	-1.9%	3.0%	-4.9%	-7.3%
COc1ccc(/C=C/C(=O)CC(O)(c2ccccc2)C(F)(F)F)cc1 (centres undefined)	?	?	?	?	?	?	-2.6%	?	-17.7%
Cc1cc(C)n(C(=O)c2ccc([N+](=O)[O-])cc2[N+](=O)[O-])n1	14.7%	-2.6%	0.1%	-4.0%	17.2%	-3.3%	-0.2%	12.8%	-4.3%
CCC(C)(C)C1CCc2[nH]nc(C(=O)NCCCNC(=O)OC(C)(C)C)c2C1 (centres undefined)	6.3%	-12.7%	-7.7%	-25.8%	-6.1%	-26.1%	-0.4%	-3.7%	5.8%
O=C1C(NS(=O)(=O)c2ccccc2)=C(N2CCN(c3ccc(F)cc3)CC2)C(=O)c2ccccc21	-1.2%	-9.6%	?	?	?	?	-3.5%	-19.3%	?
COc1ccccc1CNC(=O)C1CC(c2ccccc2[N+](=O)[O-])=NO1 (centres undefined)	8.1%[9.22 µM]	19.4%	8.7%	-6.8%	-2.9%	-3.3%	-5.0%	-3.0%	2.5%
COc1ccccc1CCC(=O)OCC(=O)N1c2ccccc2NC(=O)C1(C)C	-0.5%	1.3%	13.3%	1.2%	-4.8%	-2.3%	-2.1%	-0.4%	0.3%
O=C(CCC(=O)NCCCc1ccccc1)NCCCc1ccccc1	8.7%	9.7%	-13.4%	0.0%	3.6%	5.3%	-0.7%	2.9%	-16.9%
Cc1cc(=O)oc2ccc(OCC(=O)N3CCC(C)CC3)cc12	-6.3%	1.8%	-21.2%	?	-4.9%	0.0%	1.8%	-3.7%[9.24 µM]	-14.0%
Cc1c(O)c(S(=O)(=O)c2ccccc2)c(=O)n(-c2ccccc2)c1-c1ccccc1	-188.2%[inhibitor]	9.5%	-22.5%	3.1%	12.5%	14.3%	-5.6%	9.3%	-1.6%
Cn1nc(C(F)(F)F)c(-c2ccccc2)c1NC(=O)c1cccnc1	1.3%	5.0%	?	-18.5%	-11.2%	?	-7.2%	-6.1%	-8.0%
CCCCc1nc(SCC(=O)N2CCCC2)c2c(=O)n(C)c(=O)n(C)c2n1	-1.1%	17.4%	6.8%	?	-1.2%	-20.8%	-3.3%	12.7%	8.4%
CC(C)c1nnc(N2C(=O)C(O)=C(C(=O)c3cccs3)C2c2ccccc2)s1 (centres undefined)	1.1%	-2.8%	-4.3%	0.0%	27.6%	15.6%	-1.4%	15.2%	-0.4%
O=C(OCn1nnc2ccccc2c1=O)C1CCN(S(=O)(=O)c2cccs2)CC1	-7.4%	20.4%	8.6%	5.9%	9.3%	8.7%	-0.9%	6.8%	-3.7%
CC1=CC2=NC(=O)/C(=C\c3cc(C)n(-c4ccccc4F)c3C)C(=N)N2O1	-2.7%	6.7%	17.6%	-2.1%	-3.5%	-0.4%	17.7%	-16.7%	7.2%
COc1ccc2oc(C(=O)NCC3CCCO3)c(C)c2c1 (centres undefined)	-11.0%	21.9%	?	-1.6%	-0.7%	-0.6%	10.1%	4.1%	-1.8%
COc1ccc(NC(=S)N2CCCC(c3nc4ccc(C)cc4[nH]3)C2)cc1 (centres undefined)	-15.9%	4.5%	-30.4%	?	19.8%	-0.3%	-5.2%	5.5%	-20.1%
COc1cc(NC(=O)COC(=O)CCCC2=NS(=O)(=O)c3ccccc3N2)cc(OC)c1	0.0%	-2.1%	2.0%	14.3%	12.0%	1.4%	2.8%	16.7%	-1.0%
CCN(CC)c1nc2ccccc2n(Cc2cccc(OC)c2)c1=O	?	18.2%	3.55µM*	0.1%	-8.7%	-18.9%	18.2%	0.5%	6.5%
O=C(Nc1cc(S(=O)(=O)N2CCCCCC2)ccc1OCC(F)(F)F)c1cnccn1	-0.2%	3.3%	-20.0%	-9.4%	0.2%	6.0%	2.0%	-2.7%	14.3%
COc1ccc(CNC2CCCc3ccccc32)cc1OC (centres undefined)	-4.2%	-20.2%	?	-9.5%	-22.1%	?	3.2%	-0.1%	-0.3%
O=C(CCC1CCCC1)Nc1cc(C(F)(F)F)ccc1N1CCOCC1	3.66µM*	-21.5%	?	-8.3%	0.4%	-1.5%	18.1%	10.8%	-8.2%
COc1ccc(CNC(=O)C(c2ccc(C)o2)N(C(=O)c2csnn2)c2ccc(C(C)C)cc2)cc1 (centres undefined)	?	3.6%	10µM*	?	-2.2%	?	-2.7%	?	-7.0%
O=C1c2ccccc2C(=O)N1CCCCCc1nc(-c2ccccc2)no1	-7.5%	-0.1%	?	-12.2%	-2.3%	9.8%	12.2%	-10.1%	52.2%[activator]

Molecules from the list above containing a CF3 group (four):
SMILES	SW480 rerep	TDP-43 yeast inh	GLP-1R inv ag	KB-V1 MDR tox	HT1080NT lethal	KB-3-1 cytotox	GLP1R ag	HT1080 IDH1KD tx	HEK293 tox
COc1ccc(/C=C/C(=O)CC(O)(c2ccccc2)C(F)(F)F)cc1 (centres undefined)	?	?	?	?	?	?	-2.6%	?	-17.7%
Cn1nc(C(F)(F)F)c(-c2ccccc2)c1NC(=O)c1cccnc1	1.3%	5.0%	?	-18.5%	-11.2%	?	-7.2%	-6.1%	-8.0%
O=C(Nc1cc(S(=O)(=O)N2CCCCCC2)ccc1OCC(F)(F)F)c1cnccn1	-0.2%	3.3%	-20.0%	-9.4%	0.2%	6.0%	2.0%	-2.7%	14.3%
O=C(CCC1CCCC1)Nc1cc(C(F)(F)F)ccc1N1CCOCC1	3.66µM*	-21.5%	?	-8.3%	0.4%	-1.5%	18.1%	10.8%	-8.2%

Back to the main list; the four compounds before the break are reprinted first.
SMILES	SW480 rerep	TDP-43 yeast inh	GLP-1R inv ag	KB-V1 MDR tox	HT1080NT lethal	KB-3-1 cytotox	GLP1R ag	HT1080 IDH1KD tx	HEK293 tox
COc1ccc(CNC2CCCc3ccccc32)cc1OC (centres undefined)	-4.2%	-20.2%	?	-9.5%	-22.1%	?	3.2%	-0.1%	-0.3%
O=C(CCC1CCCC1)Nc1cc(C(F)(F)F)ccc1N1CCOCC1	3.66µM*	-21.5%	?	-8.3%	0.4%	-1.5%	18.1%	10.8%	-8.2%
COc1ccc(CNC(=O)C(c2ccc(C)o2)N(C(=O)c2csnn2)c2ccc(C(C)C)cc2)cc1 (centres undefined)	?	3.6%	10µM*	?	-2.2%	?	-2.7%	?	-7.0%
O=C1c2ccccc2C(=O)N1CCCCCc1nc(-c2ccccc2)no1	-7.5%	-0.1%	?	-12.2%	-2.3%	9.8%	12.2%	-10.1%	52.2%[activator]
COC(=O)C1CCN(C(=O)c2ccc(Cl)c(S(=O)(=O)NCc3ccco3)c2)CC1	0.4%	-36.1%[inhibitor]	14.3%	12.4%	7.7%	-0.1%	-0.4%	8.0%	-8.7%
C#CCOc1coc(COC(=O)c2ccccc2)cc1=O	-3.1%	-3.8%	18.0%	0.0%	-16.7%	1.2%	22.5%	0.8%	-0.2%
COc1ccc(CCNC2=CC(=O)N(c3ccc(F)cc3)C2=O)cc1	?	-4.9%	-14.8%[7.66 µM]	-0.5%	-7.6%	-0.3%	1.6%	-5.0%	1.4%[7.66 µM]
O=C(OCc1ccc(COC(=O)c2ccccn2)cc1)c1ccccn1	-6.6%	?	0.0%	22.7%	0.0%	8.3%	-2.6%	11.2%	-0.2%
NC(=O)c1ccc(C2SCC(=O)N2Cc2ccccc2)cc1 (centres undefined)	-9.5%	-9.7%	0.2%	-24.1%	9.2%	1.6%	3.1%	-2.0%[9.24 µM]	5.8%
Cc1ccc(C(=O)Nc2ccc(O)cc2C(=O)O)cc1C	-1.8%	-12.1%	8.0%	1.0%	-1.4%	-8.6%	2.2%	4.1%	11.7%
CCOc1ccc2nc(N(Cc3ccccc3)C(=O)CCNC(C)=O)sc2c1	-11.1%	-1.2%	?	?	2.0%	-8.3%	5.2%	-0.5%	5.9%
COc1ccc(-c2noc(C3CCCN(C(=O)c4cccs4)C3)n2)cc1 (centres undefined)	9.3%	13.1%	0.0%	?	8.1%	-10.1%	15.7%	-3.9%	2.1%
CSC(=NNC(=O)c1ccccc1O)SC	-4.7%	-9.9%	0.0%	-26.7%	1.4%	1.8%	-1.5%	9.3%	0.8%
COc1ccc(C)cc1Nc1n[n+](-c2ccccc2)c(-c2cc(OC)c(OC)cc2Br)s1	?	-7.7%	?	-21.9%	-28.9%	?	-0.6%	-23.6%	?
Cc1cc(C)n(CCCNC(=O)C(C)(C)Oc2ccc(Cl)cc2)n1	-4.0%	-9.3%	-26.7%	-6.6%	-1.4%	-16.6%	0.0%	-1.5%	-0.2%
CN1CCN(S(=O)(=O)c2ccc(=O)[nH]c2)CC1	-5.0%	-5.6%	0.0%	-6.4%	-5.6%	1.3%	-14.4%	-4.7%	-17.4%
COC(=O)/C=C/C(=O)N1CCN(c2ccccc2)CC1	-2.5%	11.4%	17.0%	-7.0%	19.4%	14.2%	-4.8%	20.7%	-19.5%
CC(NC(=O)CNC(=O)c1sc2ccccc2c1Cl)c1cccnc1 (centres undefined)	-11.4%	-4.5%	8.1%	-1.7%	4.3%	2.6%	3.0%	-9.9%	1.0%
O=C(O)CC(NS(=O)(=O)c1c(F)cc(F)cc1Br)c1ccccc1Cl (centres undefined)	-3.3%	.	-26.1%	?	3.1%	17.0%	-3.7%	3.8%	-0.5%
CN(C)C(/C=C/Nc1ccc(C#N)cc1)=C(C#N)C#N	13.1%	-8.3%	2.2%	2.9%	5.6%	0.7%	8.1%	7.6%	-11.7%
